LYPLA2 counter = counter-screen for PME1 inhibitors: inhibitors of human LYPLA2 | O95372 | recombinant LYPLA2, FP-Rh probe fluorescence polarization | inhibition, % at 5.9 µM | 320,000 compounds, 0.38% hits;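 active = inhibition above the screen-wide mean plus 3 SD, limit set per campaign, cut at about 26% in these data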;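 note: 0% = LYPLA2 with DMSO and 100% = wells lacking LYPLA2 enzyme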
Target sequence (O95372 whole entry, looked up): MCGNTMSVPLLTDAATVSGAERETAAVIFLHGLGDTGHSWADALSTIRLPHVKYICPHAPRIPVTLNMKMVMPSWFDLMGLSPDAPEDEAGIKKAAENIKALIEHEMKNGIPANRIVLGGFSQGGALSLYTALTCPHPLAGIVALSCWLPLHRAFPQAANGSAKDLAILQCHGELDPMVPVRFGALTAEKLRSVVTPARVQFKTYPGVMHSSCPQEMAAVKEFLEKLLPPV
PREPL inh = inhibitors of human prolyl oligopeptidase-like enzyme PREPL. 320,000 compounds, 0.68% hits. inhibition, % at 5.96 µM. recombinant PREPL, fluorescence polarization activity-based probe. Q4J6C6. AID 2751; in the data active = inhibition above about 43%;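 note: 0% = enzyme with DMSO and 100% = wells lacking enzyme; many of its hits are not listed in these tables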
LYPLA1 inh = counter-screen for PME1 inhibitors: inhibitors of human LYPLA1 | 320,000 compounds, 0.16% hits | O75608 | recombinant LYPLA1, FP-Rh probe fluorescence polarization | inhibition, % at 5.9 µM;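 active = inhibition above the mean of all tested compounds plus 3 SD, set per campaign, cut at about 14% in these data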;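 note: inhibitors block serine hydrolase probe labeling of LYPLA1 so polarization falls; 0% = enzyme with DMSO and 100% = wells lacking LYPLA1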
Target sequence (O75608 whole entry, looked up): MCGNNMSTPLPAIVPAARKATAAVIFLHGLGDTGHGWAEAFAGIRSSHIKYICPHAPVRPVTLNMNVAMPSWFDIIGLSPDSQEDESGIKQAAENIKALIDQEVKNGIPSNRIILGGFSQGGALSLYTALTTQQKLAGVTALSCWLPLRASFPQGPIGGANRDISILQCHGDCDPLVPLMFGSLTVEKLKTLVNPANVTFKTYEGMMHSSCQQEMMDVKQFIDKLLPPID
PAD4 FP inh = PAD4 (human) enzyme inhibition; Q9UM07; recombinant PAD4, RCA probe fluorescence polarization; inhibition, % at 6.36 µM; 330,000 compounds, 0.41% hits; AID 485272;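 active = percent inhibition above a cutoff equal to the mean of all tested compounds plus 3 SD, cut at about 15% in these data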;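 note: 0% = PAD4 with RCA probe and DMSO and 100% = probe without PAD4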
GSTO1 inh = counter-screen for RBBP9 inhibitors: inhibitors of human GSTO1; P78417; recombinant GSTO1, activity-based probe fluorescence polarization; inhibition, % at 5.96 µM; 300,000 compounds, 1.1% hits;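 active = inhibition above the campaign mean inhibition plus 3 SD, cut at about 35% in these data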;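 note: 0% = GSTO1-1 with DMSO and 100% = wells lacking GSTO1-1 enzyme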
Target sequence (P78417 whole entry, looked up): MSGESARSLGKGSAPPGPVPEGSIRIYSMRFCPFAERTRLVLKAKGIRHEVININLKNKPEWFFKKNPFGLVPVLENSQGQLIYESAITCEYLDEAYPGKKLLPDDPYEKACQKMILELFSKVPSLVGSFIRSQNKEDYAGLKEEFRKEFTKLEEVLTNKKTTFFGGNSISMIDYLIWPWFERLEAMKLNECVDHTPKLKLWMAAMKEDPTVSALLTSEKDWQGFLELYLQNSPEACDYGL
PAFAH2 inh = PAFAH2 (human) inhibition | Q99487 | recombinant PAFAH2, FP-rhodamine activity probe, fluorescence polarization | inhibition, % at 3.39 µM | 340,000 compounds, 0.99% hits;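 active = inhibition above the mean over all tested compounds plus 3 SD, cut at about 30% in these data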;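 note: inhibitors block probe labeling of enzyme so polarization drops; 0% = enzyme with DMSO and 100% = wells lacking PAFAH2 protein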
PAFAH1B3 inh = blocks human PAF acetylhydrolase 1B catalytic subunit 3; recombinant PAFAH1B3, FP-rhodamine probe, fluorescence polarization; inhibition, % at 3.39 µM; 340,000 compounds, 0.28% hits;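 active = inhibition above the screen-wide average of all tested compounds plus 3 SD, cut at about 25% in these data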;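 note: 0% = enzyme with DMSO only and 100% = wells lacking PAFAH1B3 protein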
ZTA counter = ZTA (EBV) inhibition in EBNA-1 counter-screen. P03206. inhibition, % at 11 µM. 320,000 compounds, 0.15% hits. ZTA-DNA binding, fluorescence polarization; in the data active = inhibition above about 33%
EBNA-1 inhibitor = blocks EBNA-1 binding to DNA. EBNA-1 DNA binding, fluorescence polarization. inhibition, % at 14.8 µM. 300,000 compounds, 0.34% hits; in the data active = inhibition above about 28%
Numbers without * were called inactive; . = not tested or not shown. An excerpt. The share of hits here may be higher or lower than overall.

#	canonical_smiles	LYPLA2 counter	PREPL inh	LYPLA1 inh	PAD4 FP inh	GSTO1 inh
1	O=C(CSc1ncn[nH]1)N1N=C2/C(=C/c3ccccc3)CCCC2C1c1ccccc1 (configuration not stated)	1	39	0	4	2
2	N/C(=N\OC(=O)c1ccc(Cl)cc1Cl)c1ccc(Cl)cc1	10	2	4	3	4
3	CC(C)(O)CC[C@@H](O)[C@](C)(O)C1CC[C@@]2(O)C3=CC(=O)[C@@H]4C[C@@H](O)[C@@H](O)C[C@]4(C)C3CC[C@]12C (some centres not stated)	.	5	.	-1	.
4	Clc1cccc(CN2CCCCCC2)c1Cl	5	5	2	-3	0
5	Oc1ccccc1/C=N/N1CCCCC1	1	3	-2	-4	1
6	CCn1c(=O)c2c(nc(SCC(=O)NCC3CCCO3)n2C)n(C)c1=O (configuration not stated)	5	8	-1	4	3
7	CCOc1ccc(/C=N/Nc2cc(N3CCOCC3)nc(C)n2)c(O)c1	13	22	30*	-3	8
8	CCS(=O)(=O)c1ncc(Cl)c(C(=O)Nc2ccc(S(=O)(=O)N(C)c3ccccc3)cc2)n1	-40	-14	-34	-12	-2
9	COCCCNC(=O)CC(NS(=O)(=O)c1ccc(C)cc1)c1ccco1 (configuration not stated)	9	5	1	-7	-5
10	Fc1ccc(-c2cn(-c3ccccc3)c3[n+]2CCS3)cc1	2	2	-1	-6	3
11	CCOCCCNCc1ccc(OCc2ccc(F)cc2)c(OC)c1	0	12	3	4	9
12	Cc1nn(-c2ccccc2)c(C)c1/C=N/n1c(-c2ccc(C(C)(C)C)cc2)n[nH]c1=S	4	1	-1	-3	-40

#	PAFAH2 inh	PAFAH1B3 inh	ZTA counter	EBNA-1 inhibitor
1	6	1	-32	-6
2	-22	7	-5	7
3	0	-4	.	.
4	-8	-1	8	-2
5	4	5	-18	-9
6	0	5	26	12
7	8	3	-3	-5
8	-39	-16	-9	25
9	-3	1	-6	0
10	-3	6	14	4
11	4	8	4	3
12	14	7	-22	-11

Structures listed so far that contain a carbonyl joined to an NH by a bond outside any ring:
#	canonical_smiles	LYPLA2 counter	PREPL inh	LYPLA1 inh	PAD4 FP inh	GSTO1 inh
6	CCn1c(=O)c2c(nc(SCC(=O)NCC3CCCO3)n2C)n(C)c1=O (configuration not stated)	5	8	-1	4	3
8	CCS(=O)(=O)c1ncc(Cl)c(C(=O)Nc2ccc(S(=O)(=O)N(C)c3ccccc3)cc2)n1	-40	-14	-34	-12	-2
9	COCCCNC(=O)CC(NS(=O)(=O)c1ccc(C)cc1)c1ccco1 (configuration not stated)	9	5	1	-7	-5

#	PAFAH2 inh	PAFAH1B3 inh	ZTA counter	EBNA-1 inhibitor
6	0	5	26	12
8	-39	-16	-9	25
9	-3	1	-6	0

Other results
#	canonical_smiles	LYPLA2 counter	PREPL inh	LYPLA1 inh	PAD4 FP inh	GSTO1 inh
13	O=C(CSc1nnnn1C1CCCC1)NCc1ccccc1	4	7	5	1	0
14	O=C(NCCn1cc(SCc2ccc(F)cc2)c2ccccc21)c1ccccc1F	-11	21	-11	-2	1
15	CCOC(=O)N1CCN(C(=O)CN(c2ccc(Cl)c(C(F)(F)F)c2)S(C)(=O)=O)CC1	-1	-6	-1	-4	-2
16	CCOc1ccc(OCCCCOc2ccccc2C(C)=O)cc1	-2	-4	-2	-4	-4
17	O=C(Nc1ccccc1Cl)c1ccc(Cl)cc1Cl	4	-4	1	-2	3
18	COc1ccc(CN2C(=O)[C@@H]3Cc4c([nH]c5ccccc45)C(C)(C)N3C2=O)cc1	-4	22	-5	-2	-2
19	O=C(CCCCn1c(=O)[nH]c2ccccc2c1=O)N1CCN(c2ncccn2)CC1	3	-4	3	-1	1
20	C#CCOCCOCCOCCNc1nc(N2CCN(C(=O)CCCCCCCCCCNC(=O)Cn3cc(CCCCCN)nn3)CC2)nc(N2CCN(C(=O)CCCCCCCCCCNC(=O)[C@H]([C@@H](C)CC)n3cc(CCCCN=C(N)N)nn3)CC2)n1	24	68*	3	-1	-5
21	O=C(C1=C(O)C(=O)N(CCN2CCOCC2)C1c1cccnc1)c1cc2ccccc2o1 (configuration not stated)	1	12	2	-5	3
22	Cc1ccc2nc(C(F)OC(F)(F)F)[nH]c2c1 (configuration not stated)	0	9	3	-2	5
23	CCC(=O)N1CCc2cc(Br)cc(S(=O)(=O)NCCN3CCCCC3C)c21 (configuration not stated)	0	-1	-3	-1	-7
24	O=C(NCc1cccnc1)c1cccc(S(=O)(=O)N2CCOCC2)c1	2	-1	4	4	1

#	PAFAH2 inh	PAFAH1B3 inh	ZTA counter	EBNA-1 inhibitor
13	1	-7	8	2
14	6	2	10	-6
15	12	4	-3	2
16	2	9	-3	9
17	2	3	6	-1
18	0	7	-5	-10
19	2	2	6	-7
20	1	11	61*	3
21	-2	9	-10	-2
22	-4	2	2	5
23	2	4	-3	3
24	-7	13	5	6

Additional compounds follow.
#	canonical_smiles	LYPLA2 counter	PREPL inh	LYPLA1 inh	PAD4 FP inh	GSTO1 inh
25	CN(C)CCNC(=S)Nc1ccccc1Cl	2	1	1	-2	8
26	O=C(O)c1cc(N2C(=O)CCC2=O)ccc1Cl	-3	18	0	3	5
27	Cc1ccc(/C=N/NC(=O)C(C)NC(=O)c2ccccc2)cc1 (configuration not stated)	3	-3	-2	5	0
28	O=C(CN1CCC(c2nc3ccccc3s2)CC1)NCc1cccs1	-3	2	-1	-8	-1
29	CC(C)c1ccc2[nH]c(O)c(N=NC(=O)c3cccc(S(=O)(=O)Nc4ccc(Cl)cc4)c3)c2c1	-4	-4	-4	1	1
30	Cn1c(N2CCC(C(N)=O)CC2)nc2c1c(=O)n(Cc1ccc(Br)cc1)c(=O)n2C	2	3	-1	1	3
31	CC(C)OCCCNC(=O)c1ccc2c(c1)S(=O)(=O)c1ccccc1C2=O	0	-7	3	-3	5
32	CCOC(=O)Nc1sc(C)c(C)c1C(N)=O	-6	-1	-3	-3	0
33	O=C(O)COc1ccc(/C=N/n2cnc3scc(-c4cccs4)c3c2=O)cc1	-2	-3	-6	1	-7
34	O=C(NC(=S)NC1CCCCC1)c1ccccc1	5	0	0	-2	-1
35	CC1Oc2ccccc2C=C1/C=N/NC(=O)c1ccccc1 (configuration not stated)	0	15	0	-3	6
36	S=C1N(c2ccccc2)C(c2cccc3ccccc23)N2CCCN12 (configuration not stated)	-5	2	-1	3	9

#	PAFAH2 inh	PAFAH1B3 inh	ZTA counter	EBNA-1 inhibitor
25	7	2	10	4
26	-4	4	-11	1
27	3	0	-1	0
28	-7	-3	1	-5
29	-2	1	-9	-9
30	-9	8	-1	9
31	1	9	11	5
32	5	7	0	9
33	1	6	7	10
34	7	3	-1	-3
35	-1	5	-25	-7
36	1	11	4	-3

Other results follow.
#	canonical_smiles	LYPLA2 counter	PREPL inh	LYPLA1 inh	PAD4 FP inh	GSTO1 inh
37	O=C(NCc1ccccn1)c1cccc(NS(=O)(=O)c2cccc(F)c2)c1	-1	7	1	1	-2
38	Cn1c(=O)c2c(SCc3ccccc3)nc(C3CC3)nc2n(C)c1=O	4	-42	2	3	-4
39	COc1cc2ccccc2cc1C(=O)OCC(=O)c1c(N)n(C)c(=O)n(C)c1=O	-4	1	-7	1	.
40	COc1ccc(NC(=O)CN(c2ccc(OC)c(Cl)c2)S(=O)(=O)c2ccccc2)cc1	-7	-14	-4	0	0
41	CCN(CCNC(=O)C1CCN(S(C)(=O)=O)CC1)c1ccccc1	-3	13	-3	2	0
42	O=C(Nc1ccc2c(c1)OCCO2)c1cc(-n2cnnc2)ccc1Cl	8	0	1	-2	-2
43	CC(C)NC(=O)CCCc1c[nH]c2ccccc12	-1	7	3	-1	0
44	COc1ccc(S(=O)(=O)NC(C)C(=O)O)cc1 (configuration not stated)	4	9	-2	-4	0
45	CN(CC(=O)Nc1ccc(Cl)c(C(F)(F)F)c1)C(=O)CCN1C(=O)C2CC=CCC2C1=O (configuration not stated)	-2	10	-2	3	-6
46	O=C(O)CC(c1ccccc1)n1cnnn1 (configuration not stated)	11	1	6	-2	6
47	CCn1cc(C(=O)N2CCCC(N3CCN(c4ccccc4C)CC3)C2)cn1 (configuration not stated)	3	25	1	5	9
48	O=C(COC(=O)Cc1ccccc1F)NNC(=O)c1ccc(Cl)cc1	0	2	-1	3	22
49	CC(=O)NC1=NN(C(C)=O)C(c2cccs2)S1 (configuration not stated)	5	-1	5	-3	-2

#	PAFAH2 inh	PAFAH1B3 inh	ZTA counter	EBNA-1 inhibitor
37	5	5	5	-14
38	7	2	8	-10
39	-6	-1	-7	.
40	9	8	-7	-3
41	2	6	-4	-1
42	1	-2	-12	-13
43	2	2	-3	-8
44	11	15	11	-18
45	5	4	-6	3
46	4	-2	-10	3
47	1	7	-3	7
48	3	3	-3	-8
49	-2	7	7	-3

Profiles, looked up by structure:
`CCOC(=O)Nc1sc(C)c(C)c1C(N)=O` reads LYPLA2 counter: -6; PREPL inh: -1; LYPLA1 inh: -3; PAD4 FP inh: -3; GSTO1 inh: 0; PAFAH2 inh: 5; PAFAH1B3 inh: 7; ZTA counter: 0; EBNA-1 inhibitor: 9
`CCn1c(=O)c2c(nc(SCC(=O)NCC3CCCO3)n2C)n(C)c1=O` (configuration not stated) reads LYPLA2 counter: 5; PREPL inh: 8; LYPLA1 inh: -1; PAD4 FP inh: 4; GSTO1 inh: 3; PAFAH2 inh: 0; PAFAH1B3 inh: 5; ZTA counter: 26; EBNA-1 inhibitor: 12
